# Screening results from PubChem BioAssay.
# Lipid droplet: hepatic lipid droplet formation modulation; inhibition, % at 6.5 µM; actives 0.4% (n = 240,000); AID 1656; AML12 mouse hepatocytes, oleate lipid droplets, BODIPY imaging;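 active means lipid droplet intensity inhibited by at least 50%, with more than 500 cells counted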
#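 Test system: AML12 mouse liver cells; schedule: overnight exposure; technique: high-content imaging of BODIPY-stained droplets and DAPI nuclei; read-out: % inhibition of corrected integrated BODIPY droplet signal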
# T cell HTS: T cell immune modulation candidate. 2C CD8+ T cell-vesicle binding, flow cytometry; hits give low values. calls only at 7 µM. actives 0.068% (n = 330,000);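 active means response, share of CD8 T cells binding vesicles, and their 90th percentile fluorescence all below set limits, cut at about 80% in these data, passing the limit was not always enough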
#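 Assay system – 2C mouse CD8+ T cells · Also added – QL9-loaded Drosophila micro-vesicles · Timing – Cell–vesicle co-incubation 1.5 h at 37 °C, staining 20 min on ice · Signal – flow cytometry of vesicle-bound cells · Measure – percent CD8+ FL2 mean versus row control · Controls – Peptide-free naked vesicles (low) and QL9 vesicles with 0.7% DMSO vehicle (high)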
# Lipid droplet cells 6.5 µM: further read-out of Lipid droplet, marked with its call; cell count; measured here: cell count, cytotoxicity flag;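 cells counted across two imaged fields per well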
# T cell HTS vesicle-bound %: second read-out of T cell HTS, no call of its own (marks repeat the call); double positive events, %; measured here: CD8+ vesicle-bound cell fraction;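 binding gate set so that unloaded-vesicle control wells show 10% double positive cells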
# * marks the source's active call; other numbers are inactive results; i = inactive. Only part of the results is shown; rates above refer to the full screens.
SMILES,Lipid droplet,Lipid droplet cells 6.5 µM,T cell HTS,T cell HTS vesicle-bound %
CCOc1ccccc1Nc1ncnc2ccc(Br)cc12,-4.2,812,i,23.4
COc1ccc(N2C(=O)CC(N3CCN(c4ccc(Cl)cc4)CC3)C2=O)cc1 (stereo unspecified),9.3,794,i,57.3
CN(C)CCCNC(=O)c1cc(C(=O)c2c(Cl)cccc2Cl)c[nH]1,15.3,396,i,24.2
COc1ccccc1C(=O)Nc1ccc2c(c1)CCCN2C(=O)c1ccccc1,-0.4,756,i,24.9
CC(C)c1ccc(-c2csc3nc[nH]c(=O)c23)cc1,18.0,810,i,55.3
Cc1ccc(NC(=O)c2sc(N)nc2C)cc1,-8.5,783,i,7.3
CCN(Cc1ccncc1)C(=O)c1cc(COc2c(F)cccc2F)on1,-3.4,739,i,22.7
CCc1ccc(NC(=O)CCc2c(C)nn(-c3ccc(N4CCOCC4)nn3)c2C)cc1,15.0,764,i,8.4
CCn1c(=O)c(C(=O)NNC(=O)c2ccc(Cl)cc2Cl)c(O)c2ccccc21,-3.2,695,i,22.2
CCc1ccc(C(=O)Nc2nc(C)cs2)s1,2.4,830,i,6.4
CC(NC(=O)CCNC(=O)N1CCn2c1nc1ccccc12)c1ccccc1 (stereo unspecified),14.4,775,i,23.1
CN1CCC(=O)N(CCOc2ccccc2)CC1,3.7,792,i,55.4
CC(=O)N1CCc2cc(S(=O)(=O)CCC(=O)NCc3ccc(F)cc3)ccc21,-7.9,628,i,32.6
COc1ccc(S(=O)(=O)N2CCOC2CNC(=O)C(=O)NCc2ccc(F)cc2)cc1OC (stereo unspecified),-6.7,716,i,14.8
O=C(Nc1cccc(C(=O)O)c1)/C(=C\c1ccco1)NC(=O)c1ccc(Br)o1,-1.4,834,i,24.6
Cc1ccc(S(=O)(=O)Nc2cccc(-n3cnnn3)c2)cc1,-2.7,701,i,37.3
Cc1c(OC(C)C(=O)NCCN2CCOCC2)ccc2c3c(c(=O)oc12)CCCC3 (stereo unspecified),0.9,688,i,56.4
CCOc1ccc(C(C(=O)NCC2CCCO2)N(C(=O)c2snc(C(N)=O)c2N)c2ccc3c(c2)OCCO3)cc1 (stereo unspecified),-12.3,784,i,24.7
COc1ccccc1C(=O)Nc1ccc(S(=O)(=O)Nc2cnc3ccccc3n2)cc1,-2.1,810,i,27.9
COc1cccc(OCc2cc(C(=O)NCc3ccccn3)no2)c1,2.2,736,i,40.4
Cc1ccc(O)c(-c2cc(-c3ccc(F)cc3)no2)c1,-5.7,838,i,57.9
O=C(Nc1ccnn1C1CCN(C2CCCCC2)CC1)c1ccccc1,13.8,717,i,13.7
CC1CN(C(=O)CCc2cc(C(C)(C)C)c(O)c(C(C)(C)C)c2)CC(C)O1 (stereo unspecified),-0.8,815,i,18.4
O=C(NC1CCCC1)c1cc(-c2ccccc2)nc2ccccc12,1.1,833,i,57.4
CC1(C)CC(=O)C(C(O)c2ccccc2)C(C)(C)N1 (stereo unspecified),-1.4,821,i,18.0
CC(=O)c1ccc(C(=O)NC2CC(C)(C)Cc3c2cnn3-c2ccccc2)cc1 (stereo unspecified),-1.2,636,i,2.8
COC(=O)Nc1ccc2c(c1)N(C(=O)CCN(C)C)c1ccccc1CC2,-2.9,791,i,52.5
COc1ccc(OC)c(-c2nnc(SCC(=O)N3CCCC3)o2)c1,-10.5,827,i,30.6
CCc1n[nH]c(=S)n1/N=C/c1ccccn1,-1.4,828,i,49.7
Cc1ccc(O)c(NC(=O)Cc2ccc3ccccc3c2)c1,4.2,820,i,19.9
COc1ccc(-n2c(=O)c3ccccc3n(CC(=O)NCC3CCCO3)c2=O)cc1 (stereo unspecified),-9.9,823,i,18.5
O=C(CCN1C(=O)C2C3CCC(C3)C2C1=O)OCC(=O)c1ccccc1 (stereo unspecified),4.7,691,i,19.1
COc1ccc(NS(=O)(=O)c2cccc(C(=O)NCC3(N4CCOCC4)CCCCC3)c2)cc1,-28.2,689,i,15.1
CC1=CC=CC2=NC(=O)CC(C)(C(=O)N(CC(=O)NC3CCCC3)Cc3ccc(Cl)cc3)N12 (stereo unspecified),-3.4,849,i,12.1
CCOc1ccccc1NCc1cc(=O)oc2cc(C)ccc12,-0.8,855,i,29.3
Cc1cccc(NC(=O)CSc2nc3ccccc3c(=O)n2C)c1,-1.1,814,i,63.5
CCn1c(SCC(=O)NC2CCCCC2)nnc1-c1ccco1,-4.0,801,i,20.8
Cc1c(CCC(=O)N[C@@H](C)C(=O)O)c(=O)oc2cc3oc4c(c3cc12)CCCC4,-15.0,797,i,47.2
CCC(C(=O)NCCc1ccccc1OC)n1nc(C)c2c(C)n(-c3ccccc3)nc2c1=O (stereo unspecified),57.3*,714*,i,40.5
COc1ccc(N(CC(=O)Nc2c(C)n(C)n(-c3ccccc3)c2=O)S(=O)(=O)c2ccc(C)cc2)cc1OC,-0.9,809,i,26.5
COc1ccccc1OC(C)C(=O)Nc1ccc2c(c1)n(C)c(=O)n2C (stereo unspecified),6.9,805,i,54.8
COc1ccc(OC)c(NC(=O)NC2CCCCCCC2)c1,-12.6,689,i,33.3
CCCCn1c(-c2cccc(C)c2)nc2cc3[nH]c(=O)c(C(C)C)nc3cc21,3.7,791,i,24.4
NCC(c1ccccc1Cl)c1c[nH]c2ccccc12 (stereo unspecified),-4.5,816,i,38.2
CCN(CC)CCCNC(=O)c1nn2c(C(F)(F)F)cc(-c3ccccc3)nc2c1Cl,0.7,788,i,57.7
COC(=O)c1cc(OCC(=O)NC2CCCc3ccccc32)cc(C(=O)OC)c1 (stereo unspecified),-17.8,734,i,36.2
O=C(CN1C(=O)c2cccnc2Oc2ccc(Cl)cc21)N1CCOCC1,6.4,730,i,49.5
CN1C(=O)/C(=C/c2ccccc2F)Sc2ccc(C(=O)N3CCCC3)cc21,-13.3,685,i,38.6
CC(NC(=O)NC(=O)c1ccc(Cl)cc1)c1ccccc1 (stereo unspecified),-5.9,826,i,20.4
COc1ccc(CCNCC(=O)Nc2ccc(C)c(Br)c2)cc1OC,5.6,867,i,51.5
Cc1ccc(C(=O)Nn2cnc3ccccc3c2=O)cc1C,13.0,843,i,17.4
COc1nn(-c2ccccc2)c(=O)c(Cl)c1Cl,2.5,810,i,54.0
COc1ccccc1OCCCCn1c(C(C)O)nc2ccccc21 (stereo unspecified),-20.0,798,i,33.5
COc1cc(OC)cc(C(=O)OCC(=O)Nc2cccc(C(C)=O)c2)c1,-3.2,757,i,22.3
C=CCC(=O)N(CC)CC1CCCN(CCc2cccc(F)c2)C1 (stereo unspecified),-3.0,839,i,56.7
O=C(OCc1cccc(C(F)(F)F)c1)c1ccc[nH]c1=O,-4.9,738,i,19.8
CC(=O)N1CCN(c2ccc(NS(=O)(=O)c3ccc(C)cc3)cc2)CC1,16.8,816,i,18.9
O=C(CSc1nnc(NC(=O)c2c(F)cccc2F)s1)NC1CC1,-15.4,752,i,25.6
CC1=NN(c2ccccc2)C(=O)C1N=Nc1cccc(O)c1 (stereo unspecified),2.9,784,i,22.3
O=C(c1ccco1)N1CCN(C(=O)c2cc3ccccc3oc2=O)CC1,-6.0,707,i,20.8

# Quoted at random: 3 compounds from above
SMILES,Lipid droplet,Lipid droplet cells 6.5 µM,T cell HTS,T cell HTS vesicle-bound %
CC1=NN(c2ccccc2)C(=O)C1N=Nc1cccc(O)c1 (stereo unspecified),2.9,784,i,22.3
O=C(OCc1cccc(C(F)(F)F)c1)c1ccc[nH]c1=O,-4.9,738,i,19.8
CC(=O)N1CCN(c2ccc(NS(=O)(=O)c3ccc(C)cc3)cc2)CC1,16.8,816,i,18.9

# Back to the main list, repeating the six entries before the break.
SMILES,Lipid droplet,Lipid droplet cells 6.5 µM,T cell HTS,T cell HTS vesicle-bound %
C=CCC(=O)N(CC)CC1CCCN(CCc2cccc(F)c2)C1 (stereo unspecified),-3.0,839,i,56.7
O=C(OCc1cccc(C(F)(F)F)c1)c1ccc[nH]c1=O,-4.9,738,i,19.8
CC(=O)N1CCN(c2ccc(NS(=O)(=O)c3ccc(C)cc3)cc2)CC1,16.8,816,i,18.9
O=C(CSc1nnc(NC(=O)c2c(F)cccc2F)s1)NC1CC1,-15.4,752,i,25.6
CC1=NN(c2ccccc2)C(=O)C1N=Nc1cccc(O)c1 (stereo unspecified),2.9,784,i,22.3
O=C(c1ccco1)N1CCN(C(=O)c2cc3ccccc3oc2=O)CC1,-6.0,707,i,20.8
Cc1ccc(C)c(NC(=O)NCc2ccccn2)c1,-4.9,787,i,5.7
COCCNC(=S)N1CCN(c2nc(-c3ccccc3)cs2)CC1,-2.2,800,i,59.3
COC(=O)c1cc(S(=O)(=O)NCC2CCN(Cc3cc(C)ccc3C)CC2)cn1C,-7.0,700,i,3.8
OC1(C#CCN2CCCC2)CCCCC1,31.4,831,i,36.2
Cc1ccc(CN2CC(C(=O)Nc3ccc(S(=O)(=O)N4CCCCC4)cc3)CC2=O)cc1 (stereo unspecified),-26.2,720,i,4.2
Cc1c(C)c2c(OCC(=O)NC3CC3)cc3c(c2oc1=O)CCC(C)(C)O3,45.2,794,i,25.3
NC(=O)Cn1c(=O)n(Cc2ccccc2)c(=O)c2cccnc21,-0.7,678,i,25.6
CCOc1cc(/C=C2/C(=N)N3N=C(CC)SC3=NC2=O)ccc1OC(=O)c1ccco1,-2.4,832,i,67.6
CCN1CCN(CCC(=O)Nc2cc(C)ccc2C)CC1,-0.4,851,i,16.8
CCc1nc(SCC(=O)Nc2ccc(F)cc2)c2c(=O)n(C)c(=O)n(C)c2n1,6.4,858,i,24.2
O=C(NCc1ccccc1Cl)c1cccc(OC2CCN(C(=O)C3CC3)CC2)c1,17.1,678,i,11.9
COCCNC(=O)CCC1CCN(C/C=C/c2ccccc2OC)CC1,3.4,833,i,52.2
Cc1cccc(NC(=O)c2cccc(S(=O)(=O)N3CCCCC3)c2)c1,-11.6,798,i,13.4
Oc1ccccc1/C=N/n1c(COc2ccccc2)n[nH]c1=S,-4.2,857,i,11.7
COc1ccc(/C=C2\SC(=O)N(CCC(=O)NC3CCS(=O)(=O)C3)C2=O)cc1 (stereo unspecified),10.8,698,i,34.9
COc1cc(OC)cc(C(=O)OCC(=O)NCCCc2ccccc2)c1,-1.1,811,i,49.1
CC(=O)Nc1ccc(-c2csc(NC(=O)Cc3cccc(F)c3)n2)cc1,64.3*,737*,i,29.8
CCCC(=O)Nc1nnc(S(=O)(=O)N(CC(C)C)c2ccccc2)s1,-4.1,854,i,6.7
CS(=O)(=O)N1CCC(C(=O)Nc2cccc(F)c2)CC1,2.2,800,i,49.3
COc1ccc(-c2cc(C(=O)Nc3ccc(S(N)(=O)=O)cc3)c3ccccc3n2)cc1OC,-23.1,738,i,43.3
N#Cc1c(N2C(=O)c3ccc(C(=O)O)cc3C2=O)sc2c1CCCC2,9.2,855,i,55.9
COc1cccc(N(CC(=O)NC2CCCCC2)C(=O)CCC(=O)Nc2nc(C)cs2)c1,-8.3,780,i,51.2
COc1cc2c(cc1OC)C(C)N(C(=O)c1ccc(C)o1)CC2 (stereo unspecified),18.9,778,i,6.9
CCS(=O)(=O)N1Cc2ccccc2CC1C(=O)Nc1cccc(OC)c1 (stereo unspecified),-1.8,828,i,53.9
COc1cccc(NC(=O)CSCc2cc(=O)n3ccsc3n2)c1,33.6,813,i,24.5
CCOC(=O)N1CCN(C(=O)c2c[nH]c3ccc(S(=O)(=O)N(C)c4ccc(F)cc4)cc3c2=O)CC1,-20.7,703,i,29.7
O=C(Nc1ccc(S(=O)(=O)N2CCCCC2)cc1)C1CC(=O)N(c2ccc(F)cc2)C1 (stereo unspecified),-1.7,774,i,16.0
O=C(COc1ccc(Cl)cc1Cl)N/N=C/c1ccccn1,-2.6,664,i,44.9
CCOC(=O)N1CCN(S(=O)(=O)c2c(C(=O)N3CCCCC3)c(C)n(C)c2C)CC1,3.1,694,i,9.4
CCn1cc(CN2CCC(n3nccc3NC(=O)Cc3ccccc3)CC2)cn1,-24.4,680,i,41.8
CCOC(=O)C1(CCc2ccccc2)CCN(Cc2ccc(C(=O)OC)cc2)CC1,-9.7,820,i,56.0
COc1cc(NC(=O)c2ccccc2)c(OC)cc1NC(=O)CSc1[nH]c(=O)cc(C)c1C#N,1.9,796,i,24.9
CC(=O)Nc1ccc(S(=O)(=O)N2CCC(c3nc4c(nnn4Cc4ccccc4Cl)c(=O)[nH]3)CC2)cc1,11.0,805,i,15.3
O=C1C2CCCN2C(=O)N1CCCN1CCN(c2cccc(Br)c2)CC1 (stereo unspecified),2.3,860,i,34.8
CC1CCCN(S(=O)(=O)c2ccc(S(=O)(=O)N3CCCC3)cc2)C1 (stereo unspecified),0.4,805,i,34.8
O=c1c2ccccc2ncn1-c1ccccc1[N+](=O)[O-],2.7,845,i,58.8
O=C(Cn1c(=O)n(CCC(=O)N2CCCCC2)c(=O)c2sccc21)NCc1ccccc1,-4.4,755,i,17.7
CC(=O)Nc1cccc(C(=O)OC(C)C(=O)NC2CCCc3ccccc32)c1 (stereo unspecified),-6.7,808,i,52.5
CCc1ccc(OCc2nnc(SCC(=O)NC3CCCCC3)o2)cc1,-1.8,821,i,25.2
COc1ccc2[nH]c(C(=O)O)c(CCNC(=O)/C=C/c3ccc(O)c(OC)c3)c2c1,8.8,805,i,53.0
CNc1nc(Cl)c(SC)c(NCc2ccc(F)cc2)n1,9.2,811,i,50.7
